Luciferase inh = Firefly luciferase inhibition profiling of diverse chemical library using quantitative high-throughput screening; Luciferin 4-monooxygenase (Photinus pyralis), P08659; purified P. pyralis luciferase, luminescence, biochemical; Potency, µM (highest dose often 115 µM), without a hit: at the top dose activity change, negative = inhibition, actives largely listed as inhibitors; 76,000 tested, 2.5% active; AID 1347043, 2019; further: potency means the concentration at half of the fitted maximal effect; nearly all actives have a fitted effect of over 65% in size
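FLuc 10nM, D-luciferin 10uM, ATP 10uM, Mg acetate 10mM, Tris acetate pH 7.5, Tween/BSA; cpd qHTS; enzyme added last; CCD luminescence.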
SNCA expr inh = Primary qHTS assay for inhibitors of alpha-synuclein gene (SNCA) expression; AID 1671194, 2021; HEK-293 SNCA-luciferase knock-in, luminescence, 24 h; Potency, µM (titrated, usually from 57.2 µM), inactives show at the highest dose activity change, negative = inhibition, usual class: inhibitors; 140,000 tested, 0.17% active;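 further: potency means the concentration at half of the fitted maximal effect; plate controls were DMSO cells for no effect and cell-free wells for full effect; nearly all actives have a fitted effect of over 45% in size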
HEK293 tox = Cytotoxic Profiling in HEK 293 Cell Line of Diverse Libraries Using Quantitative High-Throughput Screening. HEK 293 viability, ATP luminescence (CellTiter-Glo), 48-72 h. Potency, µM (series often up to 115 µM), inactives show top-dose activity change, negative = cytotoxicity, actives largely listed as inhibitors. 94,000 tested, 6.6% active. AID 1345083, 2018; further: potency means the concentration at half of the fitted maximal effect; nearly all actives have a fitted effect of over 60% in size
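Cytotoxicity was scored by loss of ATP-coupled luminescence (CellTiter-Glo) in HEK 293 cells. Compound treatment ran 48 or 72 hr at 37 degree Celsius, 5% CO2, 95% humidity.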
HEK293 viab = GF-AFC viability counterscreen for inhibitors of alpha-synuclein gene (SNCA) expression | HEK-293-SNCA-luc viability, GF-AFC fluorescence, 24 h | Potency, µM (titrated, usually from 57.1 µM), for inactives: top-dose activity change, negative = cytotoxicity, usual class: cytotoxic | 150,000 tested, 0.12% active;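 further: potency means the concentration at half of the fitted maximal effect; 0% = DMSO-treated cells and -100% = medium-only wells without cells; nearly all actives have a fitted effect of over 30% in size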
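HEK-293-SNCA-luc cells (1500/well) plated 24 h, then exposed 24 h to a dilution series; GF-AFC added 30 min at 37C, fluorescence 405/540 nm; normalised to medium-only and DMSO wells, Hill fit.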
NIH3T3 tox = Cytotoxic Profiling in NIH 3T3 Cell Line of Diverse Libraries Using Quantitative High-Throughput Screening; 94,000 tested, 4.3% active; NIH 3T3 viability, CellTiter-Glo ATP luminescence, 48-72 h; AID 1345082, 2018; Potency, µM (titrated, usually from 96.7 µM), without a hit: at the top dose activity change, negative = cytotoxicity, usual class: inhibitors; further: potency means the concentration at half of the fitted maximal effect; nearly all actives have a fitted effect of over 55% in size
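First NIH 3T3 cells are plated at 400 cells/well; next compound is pinned in; then plates incubate 48 or 72 hr at 37 °C; finally CellTiter-Glo is added and luminescence read after 10 min.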
GPT2 inh = Primary qHTS assay for inhibitors of Glutamate pyruvate transaminase 2 (GPT2) | Alanine aminotransferase 2 (Homo sapiens), Q8TD30 | Recombinant GPT2, coupled pyruvate oxidase/HRP Amplex Red fluorescence | Potency, µM (highest dose often 57.7 µM), for the others: at the highest dose activity change, negative = inhibition, hits mostly inhibitors | 100,000 tested, 0.25% active; further: potency means the concentration at half of the fitted maximal effect; nearly all actives have a fitted effect of over 60% in size; many of its hits are not listed in these tables
Target sequence (Q8TD30 whole entry, looked up): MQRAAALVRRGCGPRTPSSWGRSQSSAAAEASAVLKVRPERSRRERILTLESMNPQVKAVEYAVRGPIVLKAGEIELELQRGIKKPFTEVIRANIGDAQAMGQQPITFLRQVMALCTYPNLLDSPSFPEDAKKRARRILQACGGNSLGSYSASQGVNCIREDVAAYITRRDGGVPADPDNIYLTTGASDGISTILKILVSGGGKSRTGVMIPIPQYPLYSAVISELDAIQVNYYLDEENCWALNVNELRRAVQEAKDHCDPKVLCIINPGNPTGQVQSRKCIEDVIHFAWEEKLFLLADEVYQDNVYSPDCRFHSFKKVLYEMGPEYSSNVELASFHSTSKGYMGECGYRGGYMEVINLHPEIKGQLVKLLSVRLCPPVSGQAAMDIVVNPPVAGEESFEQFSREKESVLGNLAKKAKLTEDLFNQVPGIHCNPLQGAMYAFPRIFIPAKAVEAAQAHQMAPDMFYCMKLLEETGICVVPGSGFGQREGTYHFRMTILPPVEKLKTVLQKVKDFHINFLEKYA
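GPT2 10ng/uL, a-KG 250uM, L-Ala 2mM, HEPES pH7.5 + 0.0001% Tween; 30 min RT. Then Amplex mix (PO/HRP/ThPP), 30 min RT dark, fluorescence. AOA 50uM used as positive control.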
IP6K1 inh = Primary qHTS assay for small molecule inhibitors of Inositol hexaphosphate kinase 1 (IP6K1). Inositol hexakisphosphate kinase 1 (Homo sapiens), Q92551. IP6K1 kinase, ADP-Glo luminescence, 2 h; hits give low values. activity change, % (series mostly up to about 58 µM). 140,000 tested, 0.81% active. AID 1645851, 2021; in the data active means activity change below about -25%
Target sequence (Q92551 whole entry, looked up): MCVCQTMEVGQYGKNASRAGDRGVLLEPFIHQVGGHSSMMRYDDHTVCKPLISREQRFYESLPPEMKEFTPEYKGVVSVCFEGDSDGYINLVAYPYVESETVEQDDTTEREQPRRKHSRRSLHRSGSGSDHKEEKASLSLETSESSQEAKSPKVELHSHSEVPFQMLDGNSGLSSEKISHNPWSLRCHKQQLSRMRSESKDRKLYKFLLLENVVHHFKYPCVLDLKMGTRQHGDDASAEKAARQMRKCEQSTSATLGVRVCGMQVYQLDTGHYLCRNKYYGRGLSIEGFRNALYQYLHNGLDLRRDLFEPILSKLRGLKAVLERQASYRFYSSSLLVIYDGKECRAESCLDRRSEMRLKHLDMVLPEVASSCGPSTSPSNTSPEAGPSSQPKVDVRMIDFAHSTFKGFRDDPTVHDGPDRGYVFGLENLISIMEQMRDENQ
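ADP-Glo luminescence measures ADP made by human IP6K1 during a 2 h RT reaction with ATP/IP6 (mix at 1.3 mM/130 uM); top library doses 57.5 and 19.1 uM final.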
* marks the source's active call; other numbers are inactive results; i = inactive; ? = inconclusive; · = no result given; [ ] = remark or other dose. Unless noted, the call rests on the fitted dose curve; in most records, active means well fitted curve in the direction sought with a large enough effect; inconclusive means small, poorly fitted or top-dose-only effect, or another doubt; inactive means no such curve, though single readings can be large; an effect the other way counts as inactive or inconclusive. Unless noted, on the % scale 0 is the no-effect control and ±100 the full control effect.

SMILES | Luciferase inh | SNCA expr inh | HEK293 tox | HEK293 viab | NIH3T3 tox | GPT2 inh | IP6K1 inh
COC(=O)N1CCN(C(=O)c2cccc(-c3ccccc3OC)c2)CC1 | · | -11%[87.6 µM] | 63µM* | 1%[12.5 µM] | ? | 3%[88.5 µM] | -2
N#Cc1ccc(CN2CCC3(COc4ncccc4[S+](=O)([O-])N3)C2)cc1 (stereo not given) | · | 9% | -26% | -1% | -20% | -12% | 8
CCOC(=O)c1ccc(N2C(=O)c3n[nH]c(-c4cccs4)c3C2c2cccc(F)c2)cc1 (stereo not given) | · | ? | · | -7% | · | · | 24
O=C(NCC1CCOCC1)C1c2ccccc2C(=O)N(Cc2ccccc2)C12CCCC2 (stereo not given) | -7% | ? | -24% | -27% | ? | -12% | 15
COc1ccccc1Cc1nc2ccccc2nc1SCC(=O)N1CCCc2ccccc21 | · | -1% | · | 7% | · | · | -19
COc1cc(/C=C/C(=O)O[C@H]2[C@@H]3C=CO[C@@H](O[C@@H]4O[C@H](CO)[C@@H](O)[C@H](O)[C@H]4O)[C@@H]3[C@@]3(CO)O[C@@H]23)ccc1O | · | · | · | 6%[23.9 µM] | · | i | -16
O=C(Cn1ccn2nc(-c3ccc(F)cc3)c(CO)c2c1=O)NCc1ccccc1Br | 4% | -16% | 1% | -4% | -8% | i | 0
Cc1cc(C(=O)NCCc2noc(-c3ccccc3)n2)nn1C | -9% | 8% | -10% | -3% | -10% | i | 41
Cc1ccc(CCN2CCC3(Cc4ccccc4CN([S+](C)(=O)[O-])C3)C2)cc1 (stereo not given) | · | -10% | ? | 0% | -30% | -1% | -2
CC(C)CN1CCC(O)(c2csc(CN3CCN(c4ccccn4)CC3)n2)CC1 | -9%[172 µM] | 14%[87.6 µM] | ? | -2%[87.6 µM] | ? | i | 9
COc1ccccc1NC(=O)N1C[C@@H](F)C[C@H]1C(=O)N1CCc2ccccc2C1 | 0% | 0% | 15% | -7% | -8% | -3% | 0
COc1ccc(N2CCN(C(=O)c3ccc4c(c3)N(Cc3ccc(F)cc3)C(=O)c3ccccc3S4=O)CC2)cc1 (stereo not given) | · | -8% | · | 10% | · | · | 39
CN1CCN(c2ccc3ncc(Nc4ccc(OC(F)(F)F)cc4)n3n2)CC1 | 2%[172 µM] | -29%[87.6 µM] | 50µM* | -2%[87.6 µM] | 35µM* | ? | -12
Cc1ccc2nc(-c3c[nH]c4ccccc34)c(Nc3ccccc3)n2c1 | · | 224%[activator] | · | -20% | · | · | -13
CC1CCN(CC2CCCCCN2C(=O)Nc2ccc3c(c2)OCCO3)CC1 (stereo not given) | 16µM* | 41%[activator] | ? | -12% | -14% | i | -3
O=C(N1CC=C(c2ccc(F)cc2)CC1)C12CNCC1CNC2 (stereo not given) | 4% | 7% | -25% | 6% | -13% | 2% | -3
COCCN1CCC(N2CCN(S(=O)(=O)c3ccc(C)cc3C)CC2)C1=O (stereo not given) | 0% | 9% | i | 6% | -9% | i | 18
O=C(N[C@@H]1CN(C(=O)Cc2c[nH]c3ccccc23)C[C@H]1CO)c1ccccc1 | · | -16% | -10% | -6% | -17% | 2% | 18
O=C(Cc1cccc(Cl)c1)N1CCC2(CC1)CN[S+](=O)([O-])c1cccnc1O2 | · | -1% | 5% | -1% | -16% | 4% | 13
CCCSc1ncc(Cl)c(C(=O)Nc2ccc(S(=O)(=O)N3CCC(C)CC3)cc2)n1 | · | -3% | · | 17% | · | · | 22
O=C(N[C@@H]1CN(C(=O)NC2CCCCC2)CCC[C@H]1O)c1ccc(OCc2ccccc2)cc1 | -2% | ? | ? | -10% | ? | 4% | 6
Cc1cccc([C@H]2C[C@@H](O)[C@@H](O)[C@@H]2NS(=O)(=O)c2ccccc2)c1 | 15%[172 µM] | -1%[87.6 µM] | -18%[172 µM] | -3%[87.6 µM] | -7%[174 µM] | 2%[88.5 µM] | 0
Cn1ncc2c(C(=O)NC3Cc4ccccc4C3)cc(-c3ccccc3C(F)(F)F)nc21 | · | · | ? | · | ? | · | 4
CN1CC(=O)N(C2CCCNC2)Cc2c(NCc3ccc4c(c3)OCO4)ncnc21 (stereo not given) | · | ? | -21% | 11% | -33% | ? | -14
Cc1cc(NS(=O)(=O)c2ccc(NC(=O)COc3ccc(Cl)cc3)cc2)nc(C)n1 | · | 1% | · | 10% | · | · | -8
O=C(C1CCCN1C(=O)Cc1ccccn1)N1CCC(N2Cc3ccccc3C2=O)CC1 (stereo not given) | · | 23% | -20% | 8% | -12% | i | 6
CCOc1ccc(-c2nonc2NC(=O)COc2c(C)cc(C)cc2C)cc1OCC | · | 13% | · | ? | · | · | -21
Cn1ccc(C(=O)N[C@@H]2COCC[C@@H]2OCc2cscn2)cc1=O | -7% | -14% | -3% | 2% | i | i | -2
COc1ccccc1-c1ccc(C(=O)N2CCC(C(=O)NCc3ccc(C(F)(F)F)cc3)CC2)cc1 | · | 43%[activator] | 35µM* | -2%[12.5 µM] | ? | i | 4
Cc1oc(-c2cccc(Cl)c2)nc1CN1CCC(C(=O)NCCCN2CCN(c3ccccc3F)CC2)CC1 | · | 19% | · | 2% | · | · | -13

Next section (4 carried over from the part before).
SMILES | Luciferase inh | SNCA expr inh | HEK293 tox | HEK293 viab | NIH3T3 tox | GPT2 inh | IP6K1 inh
CCOc1ccc(-c2nonc2NC(=O)COc2c(C)cc(C)cc2C)cc1OCC | · | 13% | · | ? | · | · | -21
Cn1ccc(C(=O)N[C@@H]2COCC[C@@H]2OCc2cscn2)cc1=O | -7% | -14% | -3% | 2% | i | i | -2
COc1ccccc1-c1ccc(C(=O)N2CCC(C(=O)NCc3ccc(C(F)(F)F)cc3)CC2)cc1 | · | 43%[activator] | 35µM* | -2%[12.5 µM] | ? | i | 4
Cc1oc(-c2cccc(Cl)c2)nc1CN1CCC(C(=O)NCCCN2CCN(c3ccccc3F)CC2)CC1 | · | 19% | · | 2% | · | · | -13
CC(C)(C)c1cc(C[C@@H]2C[C@H](NCc3ccccn3)C2(C)C)no1 | -6%[172 µM] | -22%[87.6 µM] | 50µM* | 2%[87.6 µM] | 50µM* | i | 2
Cc1cc(C)cc(Oc2nc3c(c(=O)n(C)c(=O)n3C)n2Cc2ccc(F)cc2)c1 | · | -13% | · | 6% | · | · | -10
CCOc1ccccc1CNS(=O)(=O)c1csc(C(N)=O)c1 | · | 25% | · | 9% | · | · | -13
COC1CN(c2cccc(F)c2)C12CCN(C(=O)C1(c3ccccc3)CC1)CC2 (stereo not given) | · | -17% | ? | -12% | ? | -16% | 14
C#CCNC(=O)C1CCCN(c2nccc(Nc3ccccc3F)n2)C1 (stereo not given) | · | ? | ? | 9%[12.5 µM] | ? | -4% | 11
COc1cc(-c2nc(-c3c(C)noc3C)cc3c2cc(C)n3CCN(C)C)ccn1 | 5%[172 µM] | 0%[87.6 µM] | 71µM* | -10%[87.6 µM] | ? | -2%[88.5 µM] | -8
COc1ccc(CNC(=O)CC[C@@H]2CNC(=O)[C@@H]3C[C@H](NCc4ccccn4)CN23)cc1 | -4% | 27% | i | 4% | 2% | 1% | 6
CCC(=O)N(C1CCOCC1)C1CCN(Cc2cccnc2)CC1 | 5% | 9% | -4% | 7% | -20% | i | -2
COc1ccc(CC(=O)N2CCC(c3n[nH]c(=O)n3-c3ccc(C)cc3)CC2)cc1 | -3% | -3% | -8% | 3% | 32µM* | i | -7
CC(=O)N1CCCN(c2ccc(-c3nc(-c4ccccc4F)no3)cn2)CC1 | 13µM* | -7% | -1% | -2% | 1% | i | 0
Cn1ncc2c(C(=O)NCc3cccs3)cc(-c3ccc(C(F)(F)F)cc3)nc21 | · | · | 35µM* | · | ? | · | -5
CN(CC[C@H]1CN(C(=O)c2ccc(C(F)(F)F)cc2)CC[C@H]1CC(=O)O)c1ccccc1 | 1% | 9% | 0% | -4% | 35µM* | -2% | -10
COc1cncc([C@@H](NC(=O)CCc2c(C)noc2C)C2CC(O)C2)c1 (stereo not given in full) | -11% | 1% | 3% | -4% | i | i | -9
O=C(CCCN1C(=O)C(c2ccccc2)Oc2cccnc21)Nc1ccc(Br)cc1F (stereo not given) | · | 7% | · | -9% | · | · | 12
CNC(=O)[C@@H]1C[C@@H](O)CN1C1CCN(C(=O)c2ccc(Cc3c(C)noc3C)o2)CC1 | 3% | 8% | -3% | 7% | -4% | i | 11
CCOC(=O)[C@@H]1[C@@H](OC)C(=O)N(Cc2ccccc2)C12CCN(C(=O)c1ccc(F)cc1)CC2 | · | · | -21% | · | ? | · | 9
O=C(O)C[C@@H]1CCN(C(=O)C2CCC2)C[C@@H]1CCN1CCN(c2ccccn2)CC1 | -3%[172 µM] | -21%[87.6 µM] | 2%[172 µM] | 1%[87.6 µM] | 0%[174 µM] | 3%[88.5 µM] | -9
COc1ccc(C(=O)N[C@H]2CC[C@]3(C)CCC([C@H](C)C(=O)NCc4ccccc4OC)[C@H](O)[C@H]3[C@@H]2C)cc1 (stereo not given in full) | -7% | -3% | -15% | -18% | -18% | -9% | -8
CC(C)c1nc2ccccc2n1CCNC(=O)Cn1nc2c(cc1=O)CCCCC2 | -6% | -7% | 4% | -24% | i | 1% | 6
Cc1nc(C2CC2)ncc1C(=O)N1CCC2(CC1)OCCCC2O (stereo not given) | 5% | -15% | -9% | -2% | 3% | 4% | 11
Cc1nc(-c2ccccc2)n(CC(=O)Nc2ccc(Cl)cc2)c(=O)c1CCO | -10% | 12% | ? | ? | -29% | i | -10
COCC1CCN(C(=O)c2ccc(C)cc2F)C1 (stereo not given) | 4% | 5% | -9% | -11% | -12% | -7% | 11
CCc1noc(-c2ccn3c(CNC(=O)COc4cccc(C)c4)nnc3c2)n1 | 0% | -11% | i | 13% | i | i | 9
COc1ccc(C(=O)Nc2nc3ccc(S(=O)(=O)N4CCCC4)cc3s2)cc1 | · | 0% | · | -2% | · | · | -2
COCCn1nc2n(c1=O)CCN(C(=O)c1cc(F)ccc1F)CC2 | -9% | -4% | i | 6% | 1% | -4% | 10

Source: PubChem BioAssay

Not all compounds are listed; count on the stated rates, not on these rows.
